# KB-3-1 cytotox – KB-3-1 parental cell cytotoxicity; KB-3-1 viability, CellTiter-Glo ATP luminescence, 72 h; Potency, µM (highest dose often 46.1 µM), for the others: top-dose activity change, negative = cytotoxic, usual class: cytotoxic; 400,000 compounds, 1.4% hits; AID 1347075; note: potency is the fitted concentration of half-maximal effect; % is set by controls: 0 for no effect and ±100 for the full control effect; nearly all actives have a fitted effect of over 60% in size
#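 Here the drug-naive KB-3-1 line serves as comparator for MDR sub-line selectivity; cells received compound titrations, 72 h at 37 °C, then CellTiter-Glo readout.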
# MCF10A rerep – inducers of DNA re-replication in MCF 10A breast cells. 350,000 compounds, 2.9% hits. Potency, µM (doses to about 46.1 µM), for inactives: at the top dose activity, positive = re-replication, hits mostly activators. MCF 10A DNA re-replication, Hoechst nuclear intensity, 48 h; note: potency is the fitted concentration of half-maximal effect; % of control where 0% means no effect; nearly all actives have a fitted effect of over 50% in size
# WRN inhibitor – inhibitors of human WRN helicase. 360,000 compounds, 0.46% hits. AID 651768. Q14191. Potency, µM (top dose mostly 114 µM), inactives show top-dose activity change, negative = inhibition, hits mostly inhibitors. WRN helicase unwinding, fluorescent forked duplex, kinetic; note: potency is the fitted concentration of half-maximal effect; % is set by controls: 0 for no effect and ±100 for the full control effect; nearly all actives have a fitted effect of over 55% in size
# Target sequence (Q14191 whole entry, looked up): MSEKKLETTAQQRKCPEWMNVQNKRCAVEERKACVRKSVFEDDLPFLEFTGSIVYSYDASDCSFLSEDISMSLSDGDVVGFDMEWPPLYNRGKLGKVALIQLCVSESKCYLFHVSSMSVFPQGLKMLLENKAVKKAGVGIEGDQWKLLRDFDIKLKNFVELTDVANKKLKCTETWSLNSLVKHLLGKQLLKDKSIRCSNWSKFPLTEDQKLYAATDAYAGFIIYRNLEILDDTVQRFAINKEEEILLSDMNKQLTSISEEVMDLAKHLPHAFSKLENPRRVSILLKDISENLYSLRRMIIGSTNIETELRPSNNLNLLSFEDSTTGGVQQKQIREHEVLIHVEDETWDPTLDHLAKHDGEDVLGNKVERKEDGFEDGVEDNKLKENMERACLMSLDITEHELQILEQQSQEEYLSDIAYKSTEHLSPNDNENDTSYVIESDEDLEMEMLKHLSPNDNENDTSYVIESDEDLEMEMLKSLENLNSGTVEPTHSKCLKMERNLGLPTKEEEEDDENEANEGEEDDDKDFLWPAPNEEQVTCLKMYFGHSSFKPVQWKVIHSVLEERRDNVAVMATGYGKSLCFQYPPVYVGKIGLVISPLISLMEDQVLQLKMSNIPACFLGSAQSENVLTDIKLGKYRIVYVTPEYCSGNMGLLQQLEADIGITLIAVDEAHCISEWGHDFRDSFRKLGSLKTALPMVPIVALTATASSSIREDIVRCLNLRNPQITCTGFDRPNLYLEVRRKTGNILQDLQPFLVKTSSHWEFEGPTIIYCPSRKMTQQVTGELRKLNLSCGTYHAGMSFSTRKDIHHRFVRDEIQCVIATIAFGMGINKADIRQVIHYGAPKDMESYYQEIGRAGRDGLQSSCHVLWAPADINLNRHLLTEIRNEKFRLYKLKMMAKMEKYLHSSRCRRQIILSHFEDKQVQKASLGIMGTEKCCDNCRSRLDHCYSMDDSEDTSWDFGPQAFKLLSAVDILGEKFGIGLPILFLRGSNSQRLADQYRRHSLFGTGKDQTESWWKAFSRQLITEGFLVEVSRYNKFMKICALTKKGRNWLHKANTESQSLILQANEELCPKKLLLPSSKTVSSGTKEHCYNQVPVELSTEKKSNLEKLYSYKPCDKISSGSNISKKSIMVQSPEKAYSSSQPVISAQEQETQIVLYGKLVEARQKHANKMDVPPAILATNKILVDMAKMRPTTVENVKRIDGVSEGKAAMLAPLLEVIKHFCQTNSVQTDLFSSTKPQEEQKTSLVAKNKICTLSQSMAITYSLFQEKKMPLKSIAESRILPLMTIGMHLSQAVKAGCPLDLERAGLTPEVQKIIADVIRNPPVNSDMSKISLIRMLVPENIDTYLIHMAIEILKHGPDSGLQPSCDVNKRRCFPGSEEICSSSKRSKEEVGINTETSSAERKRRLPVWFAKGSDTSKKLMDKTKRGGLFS
#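 Kinetic fluorescence helicase assay: unwinding of a quenched forked DNA duplex (100 nM final) with 2 mM ATP final raises red fluorescence (525/598 nm). Compounds sat 15 min at room temperature with 20 nM WRN beforehand.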
# IL-1B inflam inh – blocks inflammasome-driven IL-1 beta release; THP-1 LPS/ATP IL-1B secretion, AlphaLISA, 16 h; hits give low values; activity change, % at 57.5 µM; 360,000 compounds, 4.7% hits; in the data active = activity change below about -50%; inconclusive = mostly about -30% to -49%; note: % is set by controls: 0 for no effect and ±100 for the full control effect
#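 Secreted IL-1B measured by AlphaLISA bead assay after 16 h compound exposure of THP-1 cells; compounds (final up to 57.5 uM) added 1 h before LPS (250 ng/mL) and ATP (1.25 mM) stimulation; lower signal means less secretion.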
# SW480 rerep – inducers of DNA re-replication in SW480 colon cancer cells | AID 624297 | 340,000 compounds, 1.8% hits | SW480 DNA re-replication, Hoechst DNA content imaging, 48 h | Potency, µM (titrated, usually from 46.1 µM), inactives show at the highest dose re-replication activation, usual class: activators; note: potency is the fitted concentration of half-maximal effect; % of control where 0% means no effect; nearly all actives have a fitted effect of over 55% in size
#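 Compounds, transferred as 23 nL by pin tool, were incubated with cells for 48 hr; DNA content per nucleus was then quantified by Hoechst staining and fluorescence plate imaging.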
# KB-V1 MDR tox – kills drug-selected multidrug resistant KB-V1 cells; KB-V1 MDR cells viability, CellTiter-Glo, 72 h; Potency, µM (titrated, usually from 46.1 µM), inactives show at the top dose activity change, negative = cytotoxicity, most hits filed as cytotoxic; 400,000 compounds, 3.4% hits; AID 1347076; note: potency is the fitted concentration of half-maximal effect; % is set by controls: 0 for no effect and ±100 for the full control effect; nearly all actives have a fitted effect of over 60% in size
#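 KB-V1, DMEM (no phenol red) + 10% FBS; cpd pin-transferred, titration series; 72 h, 37 degrees C; CellTiter-Glo, luminescence. Data normalized, curve-fit.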
# HT1080 IDH1KD tx – kills HT-1080 cells with IDH1 knockdown. HT-1080 IDH1 knockdown viability, ATP luminescence, 48 h. Potency, µM (series often up to 46.1 µM), inactives show at the highest dose activity, negative = toxicity, usual class: cytotoxic. 360,000 compounds, 2% hits. AID 686971;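 note: potency is the fitted concentration of half-maximal effect; 0% = DMSO wells and -100% = cell-free medium wells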
#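 Cytotoxicity counter-line: IDH1KD HT-1080, 48 h, CellTiter-Glo. Curves classed by r2, magnitude and activity.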
# HT1080-NT tox – kills 2HG-producing HT-1080-NT fibrosarcoma cells. HT-1080-NT fibrosarcoma viability, CellTiter-Glo ATP luminescence, 48 h. Potency, µM (titrated, usually from 46.1 µM), without a hit: at the top dose activity, negative = less viability, actives largely listed as cytotoxic. 360,000 compounds, 1.6% hits. AID 686970;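 note: NT is the 2HG producing partner of a matched IDH1 knockdown line; potency is the fitted concentration of half-maximal effect; 0% = DMSO-treated cells and -100% = media-only wells without cells; nearly all actives have a fitted effect of over 55% in size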
#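 750 cells/well, RPMI + 5% FBS; 2 h settle, compound pin-transfer, 48 h at 37 degrees C. CellTiter-Glo 10 min RT, luminescence. Normalized to DMSO and media-only wells.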
# ATXN2 expr inh – inhibitors of ATXN2 expression | Potency, µM (highest dose often 57 µM), for the others: at the highest dose activity change, negative = inhibition, actives largely listed as inhibitors | 360,000 compounds, 0.72% hits | HEK-293 ATXN2-luciferase reporter, luminescence, 24 h | AID 1745845; note: potency is the fitted concentration of half-maximal effect; % is set by controls: 0 for no effect and ±100 for the full control effect; nearly all actives have a fitted effect of over 55% in size
#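 qHTS (up to 57 uM final) was run with 24 h compound exposure of reporter cells at 37 °C. Each well was multiplexed: SteadyGlo luminescence measured ATXN2-luciferase expression after a fluorogenic Gly-Phe-AFC viability readout (25 uM final).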
# * = called active by the depositor; ? = inconclusive; · = no result given; & = joins results of further samples; [ ] = dose if it differs, or a comment. Unless noted, calls come from the whole dose curve; as a rule, active = well fitted curve in the direction sought with a large enough effect; inconclusive = small, poorly fitted or top-dose-only effect, or another doubt; inactive = no such curve, though single readings can be large; an effect the other way counts as inactive or inconclusive.
SMILES,KB-3-1 cytotox,MCF10A rerep,WRN inhibitor,IL-1B inflam inh,SW480 rerep,KB-V1 MDR tox,HT1080 IDH1KD tx,HT1080-NT tox,ATXN2 expr inh
Cc1ccc(OCC(=O)Nc2ccc(CN3CCCCC3)cc2)c(C)c1,-4%,18%,7%[57.1 µM],-25,1%,-3%,?,-4%,0%
C=CCn1c(SCC(=O)NC2CCCC2)nc2scc(-c3ccco3)c2c1=O,7%,?,?,-25,13%,3%,?,?,-11%
Cc1c(C(=O)N/N=C/c2ccncc2)no[n+]1[O-],-4%,0%,1%,15,-18%,?,1%,-9%,-6%[11.3 µM]
CSC1=NC(=O)/C(=C/c2ccc(SC)cc2)S1,-4%,18%,-20%,?,-2%,-21%,-4%,0%,?
Cc1cccc(NC(=O)CSc2nc3ccc(N4C(=O)c5ccccc5C4=O)cc3s2)c1C,-7%,9.2µM*,4%,-4,?,-2%,18%,16%,-24%
O=C(C1=C(Nc2ccccc2)c2ccccc2S(=O)(=O)N1)c1ccccc1,0%,?,-12%,10,-6%,0%,7%,-4%,2%
Cc1ccc(S(=O)(=O)N2CCCCCC2)cc1C(=O)NCc1ccccn1,-3%,-8%,9%,19,-13%,-8%,8%,20%,-10%
Nc1ncc(Br)cc1S(=O)(=O)N1CCCCCC1,-3%,-10%,-4%,28,-1%,?,-15%,-25%,3%
CCOC(=O)c1c(/N=C/N(C)C)sc(C(=O)OC)c1C,-15%,2%,-6%[57.1 µM],-25,-4%,-17%,6%[9.24 µM],-12%,3%
COc1cccc(C2c3c(oc4cc(C)c(C)cc4c3=O)C(=O)N2CCCN(C)C)c1 (stereo unspecified),-1%,2%,5%,6,-2%,2%,-5%,-12%,12%
CC(C)NC(=O)c1cc(C(=O)c2cc(Cl)ccc2O)coc1=N,-3%,2%,-10%,3,-3%,-3%,-10%,-3%,-5%
NC(=O)NCCCC(=O)NCC(c1ccccc1Cl)c1c[nH]c2ccccc12 (stereo unspecified),-7%,-1%,-6%,35,-1%,6%,0%,-3%,·
C=CCNC(=O)c1ccccc1Cl,9%,3%,-2%,-4,-4%,-14%,9%,8%,-2%
COCCOC(=O)C1=C(C)Nc2cc(=O)[nH]c(=O)n2C1c1cccc([N+](=O)[O-])c1 (stereo unspecified),12%,3%,-5%,-1,-2%,-22%,-9%,2%,-1%
O=C(Nc1nnc(SCC(=O)N2CCOCC2)s1)C1CC(=O)N(c2ccc(F)cc2)C1 (stereo unspecified),1%,-19%,-7%[11.6 µM],34,-4%,12%,15%,-2%,-19%
COc1ccc(OCC(=O)Nc2ccccc2-c2ccccc2)cc1,?,?,4%,21,?,-29%,?,-23%,-29%
CC(C)(C)c1cc(Cl)c(O)c(NC(=S)NC(=O)c2cccnc2)c1,-29%,15µM*,-2%,9,-16%,?,?,-23%,·
CCCCCC(=O)N/N=C/c1ccc(N(C)C)cc1,-6%,?,-8%,8,1%,0%,-3%,3%,45%[activator]
O=C(O)C1CC=CCC1C(=O)N1CCN(c2nc(-c3ccccc3Cl)c3cc(Br)ccc3n2)CC1 (stereo unspecified),-11%,23µM*,-13%,9,18µM*,-20%,?,-30%,-5%
CCc1ccccc1NC(=O)CSc1nnc(CCNC(=O)OC(C)(C)C)o1,?,-3%,1%,55,-9%,0%,7%,13%,1%
COC(=O)c1ccc2nc(C3CCCCC3)c(Cc3cccc(Cl)c3)n2c1,0%,·,-5%,12,·,-3%,?,?,-13%
CCc1ccccc1N(CC(=O)NCCc1ccccc1)C(=O)CCC(=O)Nc1ccccn1,-9%,0%,-2%,-20,12%,?,1%,-3%,-16%
Cc1nc2cc(Oc3nc(NCCN(C)C)nc4ccsc34)ccc2s1,-5%,·,15%,-29,·,-25%,?,?,-20%
O=C(NCc1ccccc1)C(C1CC1)n1c(Cc2cc(F)cc(F)c2)nc2ccccc21 (stereo unspecified),-7%,·,-1%,-9,·,?,-13%,-2%,·
CCOC(=O)c1ccc(N2CCOCC2)c(NC(=O)COCC(=O)O)c1,-10%,-1%,?,2,-12%,-2%,15%,20%,-15%
CCN(CC)S(=O)(=O)c1cccc(NC(=O)c2ccc(C#N)cc2)c1,?,-21%,-4%[57.1 µM],-17,-5%[1.84 µM],?,-19%,-21%,-20%
NC(=O)c1ccccc1NC(=O)CC12CC3CC(CC(Br)(C3)C1)C2,4%,-3%,4%[57.1 µM],13,-34%[inhibitor],17%,8%,2%,-1%
N#C/C(=C\c1ccc([N+](=O)[O-])o1)C(=O)Nc1ccc(F)cc1,22%,?,?,-90*,?,2%,?,?,?
Cn1c(C(=O)N2CCN(c3ncccn3)CC2)cc2c(=O)n(C)c3ccccc3c21,12%,-4%,0%,-9,0%,11%,7%,3%,-2%
NC(=NC(=O)c1cccc(C(F)(F)F)c1)c1ccc(C(F)(F)F)cn1,0%,1%,-1%,-8,-14%,-5%,5%,22%,6%

# Limited to IL-1B inflam inh (2 entries from above):
smiles	IL-1B inflam inh
Cn1c(C(=O)N2CCN(c3ncccn3)CC2)cc2c(=O)n(C)c3ccccc3c21	-9
CCc1ccccc1NC(=O)CSc1nnc(CCNC(=O)OC(C)(C)C)o1	55

# New compounds follow.
SMILES,KB-3-1 cytotox,MCF10A rerep,WRN inhibitor,IL-1B inflam inh,SW480 rerep,KB-V1 MDR tox,HT1080 IDH1KD tx,HT1080-NT tox,ATXN2 expr inh
CCc1ccc(NC(=O)C(C)OC(=O)c2cc(=O)[nH]c3ccc(S(=O)(=O)Nc4ccc(F)cc4)cc23)cc1 (stereo unspecified),0%,21µM*,4%,11,9%,?,-4%,-4%,·
COCCNc1ncnc2c1ncn2[C@H]1CN(Cc2ccco2)C[C@@H](CO)O1,0%,·,2%,19,·,3%,6%,29%,10%
COc1cc(OC)cc(C(=O)NCCN2CCOCC2)c1,0%,22%,-10%,-19,3%,3%,0%,-1%,3%
OC(c1ccc(F)cc1)c1nc(-c2ccc(Cl)cc2)cs1 (stereo unspecified),0%,·,-6%,-16,·,-1%,?,?,1%
COCCCNC(=O)c1ccc(Cn2c(=O)c3ccccc3n(CC(=O)NCc3ccco3)c2=O)cc1,?,-3%,-6%,-10,-8%,-1%,-10%,3%,·
CSc1ccc(CCNC(=O)Cn2ncc3c([nH]c4ccccc43)c2=O)cc1,-2%&4%,0%,4%,42,-4%,?,0%,0%,3%&1%
CN(C)CCNC(=O)c1ccc(CS(=O)(=O)c2c(Cl)cccc2Cl)o1,2%,0%,0%,11,0%,?,2%,-1%,-7%
Cc1c(Cl)cccc1-c1ccc(CNCc2ccccn2)o1,-16%,?,-6%,?,?,0%,1%,-6%,-5%
CCCSC(=S)c1c(C)[nH]n(-c2ccccc2)c1=O,?,17%,5%,-10,?,?,13µM*,?,25µM*
COc1cc(C(=O)NCCC(=O)NC(C)C)cc(OC)c1OC,0%,-1%,8%,-1,-12%,6%,12%,2%,-27%
CCOC(=O)Cn1cnc2c(cnn2-c2ccccc2)c1=O,2%,1%,-5%,-5,0%,21%,6%,3%,·
CCN(CC(=O)Nc1ccc(OC)cc1)C(=O)c1oc2c(Cl)cccc2c1C,3%,17%,-2%,15,41%,-11%,-17%,-26%,-1%
CCCC(=O)Nc1cc(-c2nc3ncccc3o2)ccc1Cl,25%,1%,14%,13,1%,6%,8%,18%,-11%
CC(Oc1ccc(F)cc1)C(=O)Nc1ccc(S(=O)(=O)NC2=NCCCCC2)cc1 (stereo unspecified),0%,-3%,4%,4,24%,0%,2%,-2%[9.24 µM],-6%
Cc1ccc(C(=O)N2CCCC(C(=O)c3ccc(Oc4ccccc4)cc3)C2)cn1 (stereo unspecified),?,5%,4%,-80*,-120%,?,?,-21%,?
Cc1cc(OC(C)C(=O)N(Cc2ccco2)C2CCS(=O)(=O)C2)cc(C)c1Cl (stereo unspecified),?,5%,-1%,-28,6%,?,12%,0%,-23%
O=C(N/N=C/c1ccccc1C(=O)O)c1ccccc1Br,-3%,14%,-2%,12,1%,1%,-2%,18%,7%

# Full records, quoted from the list. Values in the order: KB-3-1 cytotox, MCF10A rerep, WRN inhibitor, IL-1B inflam inh, SW480 rerep, KB-V1 MDR tox, HT1080 IDH1KD tx, HT1080-NT tox, ATXN2 expr inh
# Listed for CC(Oc1ccc(F)cc1)C(=O)Nc1ccc(S(=O)(=O)NC2=NCCCCC2)cc1 (stereo unspecified) = 0%, -3%, 4%, 4, 24%, 0%, 2%, -2%[9.24 µM], -6%
# Listed for CCCSC(=S)c1c(C)[nH]n(-c2ccccc2)c1=O = ?, 17%, 5%, -10, ?, ?, 13µM*, ?, 25µM*
# Listed for OC(c1ccc(F)cc1)c1nc(-c2ccc(Cl)cc2)cs1 (stereo unspecified) = 0%, ·, -6%, -16, ·, -1%, ?, ?, 1%
# Listed for CCc1ccc(NC(=O)C(C)OC(=O)c2cc(=O)[nH]c3ccc(S(=O)(=O)Nc4ccc(F)cc4)cc23)cc1 (stereo unspecified) = 0%, 21µM*, 4%, 11, 9%, ?, -4%, -4%, ·
# Listed for CCN(CC(=O)Nc1ccc(OC)cc1)C(=O)c1oc2c(Cl)cccc2c1C = 3%, 17%, -2%, 15, 41%, -11%, -17%, -26%, -1%

# Screening results as filed in PubChem BioAssay.
